# Cneo AK release: Cryptococcus neoformans cell lysis inducers, primary screen, AK release luminescence, single concentration; actives 0.2% (n = 360,000); C. neoformans lysis, adenylate kinase release luminescence, 4 h; normalised: neutral wells 0, clomiphene wells 100; lysis activity, % at 15 µM; AID 651654, 2012;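 active = mean lysis activity across replicates of at least 80%, whatever share of replicates individually reach that level; inactive = mean lysis activity below 80%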
#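 Assay system: C. neoformans cells. Amount: yeast cell density of 5 × 10^6 cells/mL. Technique: AK luminescence. Buffer or medium: YPD. Times: static 4 h at 37 °C with compound, 1 h detection. Dosing: single-point compound dose. Read-out: lysis from increased AK signal.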
# Statin myotox sup: suppressors of statin myotoxicity in C2C12 myotubes, primary screen, cell-based, single point, plate reader; C2C12 myotubes + simvastatin, ATP luminescence, 48 h; scaled: DMSO 0, geranylgeraniol control 100; rescue of ATP level, % at 7.49 µM; actives 0.78% (n = 330,000); AID 602340, 2012;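 active = mean ATP rescue above about 67%, or every replicate alone reaching that limit, limit read from the data, passing the limit was not always enough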;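 also: myotubes were challenged with 10 µM simvastatin during compound exposure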
# XiGFP reactiv: activators of inactive X chromosome reactivation, primary screen, imaging, XiGFP fibroblasts, GFP high-content imaging, set 2; activation, % at 7.58 µM; actives 0.055% (n = 360,000); XiGFP mouse fibroblasts, % GFP-positive cells imaging, 3 d; cells co-treated with 5-aza-dC sensitizer; scaled so ellipticine positive control = 100%;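 active = mean normalized replicate activation at least 10% and every replicate at or above 10%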;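 also: 0% = median of on-plate neutral control wells and 100% = ellipticine 6 µM median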
#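 System: 68-5-11 XiGFP fibroblast line; Timing: 3 days compound exposure; Compound dosing: one concentration, pinned; Benchmarks: positive control ellipticine, 6 µM final; Buffer or medium: DMEM containing 5-aza-dC.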
# LGR2 antag: inhibitors of bursicon-induced LGR2 CRE-luciferase signal, primary screen, cell-based, HEK293, CRE-luciferase reporter, bursicon stimulation; Drosophila bursicon receptor LGR2 (rickets); bursicon-stimulated, 4 h; inhibition, % at 9.99 µM; actives 0.35% (n = 380,000); AID 720647, 2013;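 active = drop in luminescence signal, shown as inhibition above about 50% in the replicate tests, limit read from the data, passing the limit was not always enough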;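 also: agonist challenge used bursicon conditioned medium at about half maximal strength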
# PGC1a acetyl inh: inhibitors of PGC1a acetylation signal, primary screen, cell-based, U2OS, AlphaScreen, inhibitor mode | AlphaScreen anti-acetyl-lysine; with virally co-expressed GCN5 acetyltransferase | inhibition, % at 15.6 µM | actives 0.17% (n = 350,000);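 active = every replicate shows inhibition of at least 40%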;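 also: 0% = neutral control wells and 100% = positive control wells; some results beyond the cut were filed as inactive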
# * hit, by the source's call; nt = no result given. Not all compounds are listed; the hit share may differ from the screen's.
Molecule	Cneo AK release	Statin myotox sup	XiGFP reactiv	LGR2 antag	PGC1a acetyl inh
Cc1ccc(N2C(=O)NC(=O)/C(=C/c3cnn(-c4ccc(C)cc4)c3)C2=O)cc1	-0.7	nt	nt	-43.6	nt
CSc1ncc(Cl)c(C(=O)O)n1	nt	nt	nt	11.6	-7.7
CCCn1nc2ccccc2c1P(=O)(N1CCOCC1)N1CCOCC1	nt	nt	nt	11.8	4.1
O=C(COc1ccc2ccccc2c1)N1CCN(Cc2ccncc2)CC1	nt	nt	nt	1.7	1.8
CCN1CCC2(CC1)NC(CO)(CO)CO2	nt	nt	nt	-11.2	0.4
COc1ccc(CC(=O)Nc2ccc3c(C(F)(F)F)cc(=O)oc3c2)cc1OC	nt	nt	0.1	24.1	nt
CCn1c(O)c(C=Nc2cc(Cl)ccc2Cl)c(=O)n(CC)c1=O	nt	nt	0.0	-3.1	nt
O=C1NC(=O)N(Cc2ccccc2)C(=O)/C1=C\N1CCCc2ccccc21	nt	nt	0.0	-24.6	nt
Cc1cc([N+](=O)[O-])c(Cl)cc1NC(=O)C(C)C	nt	nt	0.0	0.0	nt
CCOP(=O)(Cc1cc(C#N)oc1C)OCC	nt	nt	-0.1	3.0	nt
CC(C(=O)c1ccccc1)N1C(=O)c2ccccc2C1=O (centres undefined)	nt	nt	-0.1	-0.8	nt
CCOP(=O)(OCC)C(NC(=O)c1cccc2ccccc12)C(Cl)(Cl)Cl (centres undefined)	nt	nt	-0.1	-11.6	nt
Cn1c(O)c(N=Nc2ccc(S(=O)(=O)N3CCOCC3)cc2)c(=O)n(C)c1=O	nt	nt	0.0	16.4	nt
CC(C)Nc1nc(Cl)nc(NC(C)C)n1	nt	nt	-0.1	-4.9	nt
O=C(N/N=C/c1c(O)n(C2CC2)c(=S)[nH]c1=O)c1ccccc1O	nt	nt	0.0	23.2	nt
c1ccc(CCNCc2ccccc2)cc1	nt	nt	0.1	3.6	nt
CC1CCCCN1C(=O)c1ccc(N2CC3CC(C2)c2cccc(=O)n2C3)c([N+](=O)[O-])c1 (centres undefined)	nt	nt	-0.1	-0.5	nt
Cc1ccc(N2C(=O)NC(=O)/C(=C/C=C/c3ccco3)C2=O)cc1	nt	nt	0.0	7.7	nt
CCOC(=O)C1(c2ccccc2)CCN(CC(=O)Nc2cccc3ccccc23)CC1	nt	nt	0.1	6.6	nt
CC[n+]1c(SC)ccc2cc(OC)ccc21	nt	nt	0.3	-15.6	nt
Cc1ccccc1N1C(=O)NC(=O)/C(=C\c2cc(Br)c(N3CCOCC3)o2)C1=O	nt	nt	0.2	-12.6	nt
O=Cc1c(C(=O)O)n(Cc2ccc(Cl)cc2)c2ccccc12	nt	nt	0.0	4.6	nt
Cc1nn(Cc2ccccc2Cl)c(C)c1C(=O)OCC(=O)NC1CCCC(C)C1C (centres undefined)	nt	nt	0.1	-2.1	nt
COc1ccccc1CCNC1C2CC3CC(C2)CC1C3 (centres undefined)	nt	nt	-0.1	-31.2	nt
COc1ccccc1CCNC1CCC(C)CC1 (centres undefined)	nt	nt	0.3	-4.9	nt
O=C1NC(=O)C(=CN2CCc3ccccc32)C(=O)N1	nt	nt	0.0	-13.9	nt
CN1CCN(c2ccc(/C=C3\C(=O)NC(=S)N(c4cccc(Br)c4)C3=O)o2)CC1	nt	nt	0.0	-12.0	nt
O=[N+]([O-])c1cc(S(=O)(=O)c2ccc(O)c([N+](=O)[O-])c2)ccc1O	nt	nt	-0.1	-3.9	nt
COc1cc(N2CCOCC2)ccc1/C=C1\C(=O)NC(=O)N(C2CCCCC2)C1=O	nt	nt	0.2	-3.7	nt
Cc1ccc(NC2=NCCCS2)c(C)c1C	nt	nt	0.0	1.6	nt
C=CCN1C(=O)/C(=C/c2cccs2)C(=O)NC1=S	nt	nt	-0.1	9.4	nt
CC/C(=N\N1CCCCCC1)c1c(O)n(-c2ccc(C)cc2)c(=O)[nH]c1=O	nt	nt	0.0	9.3	nt
O=S(=O)(c1ccc(Cl)cc1)N1CC1c1ccccc1 (centres undefined)	nt	nt	0.0	-8.7	nt
N#Cc1c(Cl)nc(Cl)c2c1CCN(Cc1ccccc1)C2	nt	nt	0.0	-6.0	nt
CC(C)C(=O)Nc1ccc(N2CCN(C)CC2)c(F)c1	nt	nt	0.0	-16.4	nt
CC(=O)OC1N=C(c2ccccc2)c2cc(Br)ccc2N(C)C1=O (centres undefined)	-2.5	-2.5	nt	nt	-0.7
O=C(CN1C(=O)CN=C(c2ccccc2)c2ccccc21)NCc1ccco1	-2.8	-2.5	nt	nt	7.3
CC(C)(O)/C=C/C(=O)[C@](C)(O)C1[C@H](O)C[C@@]2(C)C3CC=C4C(C[C@H](O)[C@@H](O)C4(C)C)[C@]3(C)C(=O)C[C@]12C (some centres undefined)	-1.7	31.3	nt	nt	64.5*
O=P(C(c1ccc2c(c1)OCO2)N1CCOCC1)(N1CCOCC1)N1CCOCC1 (centres undefined)	0.6	-0.1	nt	nt	-10.0
CCOC(=O)C(O)(c1ccc(N(CC)C(=O)OC)cc1)C(F)(F)F (centres undefined)	2.5	0.4	nt	nt	-6.4
C=CCn1c(O)c(C(C)=Nc2ccc(N(CC)CC)cc2)c(=O)[nH]c1=O	-0.8	-5.0	nt	nt	-9.0
CCN1c2nc3c(C)cccn3c(=O)c2CC2(C(=O)N(C)C(=O)N(C)C2=O)C1C (centres undefined)	-0.3	9.9	nt	nt	12.4
Cc1ccc(N(C)C(=O)Oc2cccc3ccc(C)nc23)cc1	-23.9	5.4	nt	nt	-5.1
O=CC(Cl)P(=O)(N1CCCCC1)N1CCCCC1 (centres undefined)	-0.6	-9.4	nt	nt	22.3
COCCOC(=O)C1=C(N)Oc2c(c(=O)oc3ccccc23)[C@@]12C(=O)Nc1ccccc12	1.9	-9.3	nt	nt	-4.6
C=CCN1C(=O)NC(=O)C(Cc2ccc(OC)c(OC)c2)C1=O (centres undefined)	0.4	7.8	nt	nt	-4.5
CC(C(=O)c1c[nH]c2ccccc12)N1CCc2ccccc2C1 (centres undefined)	2.9	5.2	nt	nt	-14.6
Cc1ccc(N2C(=O)NC(=O)C3(Cc4ccccc4N4CCN(c5ccccc5)CC43)C2=O)cc1 (centres undefined)	-0.5	3.5	nt	nt	-5.3
O=C(c1ccco1)C12CN3CN(CN(C3)C1)C2	8.9	5.4	nt	nt	7.0
CC1Oc2cc3c(-c4c(O)cc(O)c5c(O)c6c(cc45)OC(C)C(C)C6=O)c(O)cc(O)c3c(O)c2C(=O)C1C (centres undefined)	-5.7	-157.7	nt	nt	26.4
O=C(Cn1cc(C(=O)c2ccccc2F)c2ccccc21)NCc1ccco1	0.0	8.4	nt	nt	-1.6
CN(C)C(=O)Oc1ccc2ccccc2c1Cl	0.1	-9.2	nt	nt	4.6
CCCCn1c(O)c(C=NCCCN(CC)CC)c(=O)[nH]c1=O	1.2	2.8	nt	nt	-2.8
C[C@H]1C/C=C/[C@H]2[C@H](O)[C@H](C)[C@@](C)(O)[C@H]3[C@H](Cc4ccccc4)NC(=O)[C@]32[C@H](O)/C=C/[C@](C)(O)C1	0.6	-23.6	nt	nt	-2.0
O=c1[nH]c(=O)n(C2CCCCCC2)c(O)c1C=NC1CCN(Cc2ccccc2)CC1	-1.7	3.1	nt	nt	8.5
C=CCN(c1ccc(C(=O)N(CC)CC)cc1)S(C)(=O)=O	2.8	-5.5	nt	nt	14.6
CCCCNC(=O)c1c(N)n(CCCOC)c2nc3ccccc3nc12	3.8	-0.9	nt	nt	-18.5
COC(=O)C1=C(c2ccc(F)cc2F)C[C@@H]2CC[C@H]1N2C(=O)NCC1CC1	-0.2	3.6	nt	nt	5.2
O=C(c1ccc(CNS(=O)(=O)c2ccccc2)cc1)N1CCC2(CC1)OCCO2	-1.8	5.9	nt	nt	-11.0
O=C(C1CCN(S(=O)(=O)c2ccccc2)CC1)N1CCC2(CC1)OCCO2	8.8	-20.2	nt	nt	1.6

# Another view of some results above:
Structure: C=CCn1c(O)c(C(C)=Nc2ccc(N(CC)CC)cc2)c(=O)[nH]c1=O
  Cneo AK release = -0.8 | Statin myotox sup = -5.0 | XiGFP reactiv = nt | LGR2 antag = nt | PGC1a acetyl inh = -9.0

Structure: CCN1c2nc3c(C)cccn3c(=O)c2CC2(C(=O)N(C)C(=O)N(C)C2=O)C1C (centres undefined)
  Cneo AK release = -0.3 | Statin myotox sup = 9.9 | XiGFP reactiv = nt | LGR2 antag = nt | PGC1a acetyl inh = 12.4

# Additional entries:
Molecule	Cneo AK release	Statin myotox sup	XiGFP reactiv	LGR2 antag	PGC1a acetyl inh
C=COCCn1c(C)c(C(=O)OCC)c2cc(O)ccc21	10.9	-11.8	nt	nt	10.1
C=CCOC(=O)COc1cc(C)cc2oc(=O)c3c(c12)CCC3	0.1	1.2	nt	nt	-2.4
Cc1oc(-c2ccccc2F)nc1CS(=O)CC(=O)N1CCC2(CC1)OCCO2 (centres undefined)	0.1	4.8	nt	nt	2.1
Fc1cccc(F)c1CN1CCN(Cc2c(F)cccc2F)CC1	-0.3	9.7	nt	nt	-26.5
CC12CC(c3ccccc3O1)C(C(=O)OCc1ccccc1)C(=O)N2 (centres undefined)	0.0	-1.5	nt	nt	2.0
ON1C2CCCCC2N(O)C1c1ccccc1F (centres undefined)	3.9	-0.1	nt	nt	-7.7
CN(C)CP(=O)(O)CN(C)C=O	0.5	-3.6	nt	nt	-3.3
Cc1cccc(-n2c(-c3ccco3)nc3ccccc3c2=O)n1	-1.9	-1.9	nt	nt	3.7
COc1ccc(OCC(=O)N2CCN(CC3CC4C=CC3C4)CC2)cc1 (centres undefined)	-1.0	11.1	nt	nt	6.2
O=c1c2ccccc2nc(-c2ccccc2)n1-c1cccnc1	-2.1	-15.8	nt	nt	-4.7
CC1(c2ccccc2)NCCN2C(=O)CSC21 (centres undefined)	-0.3	-11.6	nt	nt	10.1
O=C(Cn1cnc2sc3c(c2c1=O)CCCC3)NCCC(=O)N1CCC2(CC1)OCCO2	4.0	-1.7	nt	nt	-8.2
Oc1cc2c(cc1CN1CCN(c3ccccc3)CC1)CCC2	1.0	1.4	nt	nt	-1.8
Nc1c(C(=O)OCC2CCCO2)c2nc3ccccc3nc2n1Cc1cccs1 (centres undefined)	3.0	3.3	nt	nt	-2.9
O=C(c1cccs1)c1cn(Cc2ccccc2Cl)c2ccccc12	0.5	-1.4	nt	nt	-6.6
O=c1c2ccccc2nc(CN2CCOCC2)n1-c1ccccc1F	3.0	-1.8	nt	nt	0.0

# Seven structures already listed, ordered by molecular weight, descending.
Molecule	Cneo AK release	Statin myotox sup	XiGFP reactiv	LGR2 antag	PGC1a acetyl inh
Nc1c(C(=O)OCC2CCCO2)c2nc3ccccc3nc2n1Cc1cccs1 (centres undefined)	3.0	3.3	nt	nt	-2.9
COc1ccc(OCC(=O)N2CCN(CC3CC4C=CC3C4)CC2)cc1 (centres undefined)	-1.0	11.1	nt	nt	6.2
O=C(c1cccs1)c1cn(Cc2ccccc2Cl)c2ccccc12	0.5	-1.4	nt	nt	-6.6
Fc1cccc(F)c1CN1CCN(Cc2c(F)cccc2F)CC1	-0.3	9.7	nt	nt	-26.5
CC12CC(c3ccccc3O1)C(C(=O)OCc1ccccc1)C(=O)N2 (centres undefined)	0.0	-1.5	nt	nt	2.0
C=CCOC(=O)COc1cc(C)cc2oc(=O)c3c(c12)CCC3	0.1	1.2	nt	nt	-2.4
Cc1cccc(-n2c(-c3ccco3)nc3ccccc3c2=O)n1	-1.9	-1.9	nt	nt	3.7

# High-throughput results from PubChem BioAssay.
